# NPY-Y1 PAM-ag: potentiators or agonists of human neuropeptide Y receptor Y1. AID 1304. NPY-Y1 expressing cells, potentiator/agonist activation. actives 0.37% (n = 220,000). P25929. activation, % at 3.6 µM; in the data active means activation above about 33%, passing the limit was not always enough;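 further: cells stimulated with NPY at EC10 then isoproterenol at EC100; 0% = low agonist plus stimulus and 100% = saturating agonist plus stimulus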
# Target sequence (P25929 whole entry, looked up): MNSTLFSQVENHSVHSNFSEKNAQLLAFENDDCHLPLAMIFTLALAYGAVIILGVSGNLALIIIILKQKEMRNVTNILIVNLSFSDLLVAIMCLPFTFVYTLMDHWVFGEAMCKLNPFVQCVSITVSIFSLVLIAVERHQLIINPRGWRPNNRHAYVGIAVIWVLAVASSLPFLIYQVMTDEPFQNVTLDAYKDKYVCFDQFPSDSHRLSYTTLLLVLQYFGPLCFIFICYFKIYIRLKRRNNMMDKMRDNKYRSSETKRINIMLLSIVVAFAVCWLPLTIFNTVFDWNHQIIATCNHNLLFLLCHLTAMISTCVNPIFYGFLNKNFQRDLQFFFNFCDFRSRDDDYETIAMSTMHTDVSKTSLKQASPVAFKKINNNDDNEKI
# 14-3-3 Bad PPI: disrupts binding of bovine 14-3-3 zeta to phospho-Bad peptide; P63103; inhibition, % at 21.7 µM; TR-FRET 14-3-3zeta/Dy647-pBad peptide displacement, 1 h; actives 0.71% (n = 220,000);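 active means inhibition above about 70%, limit read from the data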;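 further: 0% = full 14-3-3 plus peptide FRET controls and 100% = background without 14-3-3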
# CHOP inhibitor: CHOP inhibition in unfolded protein response | inhibition, % at 10 µM | CHO-K1 CHOP-promoter luciferase, tunicamycin-induced, 15-18 h | actives 3.8% (n = 220,000);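 active means compounds that reduced the stress-induced luciferase reporter signal by more than about 70% of percent inhibition, limit read from the data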;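 further: 0% = tunicamycin plus vehicle and 100% = wells without tunicamycin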
# NPY-Y1 antag: blocks the human neuropeptide Y Y1 receptor; actives 1% (n = 200,000); inhibition, % at 3.6 µM; AID 1040; P25929; HEK293-CNG Y1 cells, membrane potential fluorescence; NPY at EC95, then isoproterenol;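 active means inhibition above the campaign mean inhibition of all tested compounds plus 3 SD, cut at about 20% in these data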;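 further: 0% = DMSO wells given NPY plus isoproterenol and 100% = isoproterenol alone without NPY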
#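 Material: Y1- and CNG-channel-expressing HEK293 cells / Probe or stimulus: NPY 25 nM then isoproterenol 1 µM plus Ro 20-1724 25 µM / Doses: 3.6 µM single dose, DMSO 0.4% / Schedule: compound incubation 1 h at room temperature, readout 45 min post-stimulation / Signal: membrane potential fluorescence / Benchmarks: isoproterenol-only wells as full block versus NPY-plus-isoproterenol wells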
# EP2 antag: blocks the human prostaglandin E2 receptor EP2 | inhibition, % at 25 µM | actives 0.52% (n = 260,000) | AID 1422 | P43116 | C6 glioma cells expressing human EP2, cAMP TR-FRET; cells stimulated with saturating PGE2;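 active means percent inhibition above 40 after rounding to a whole number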;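 further: rat C6 glioma host cells with rolipram phosphodiesterase inhibitor present; the protocol text gives 20 µM as final concentration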
# TRPML3 ag: activates the human TRPML3 channel; activation, % at 3 µM; HEK293 TRPML3-YFP, Fluo-8 calcium fluorescence; 100% = the carbachol control signal; AID 1448; actives 0.29% (n = 220,000);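 active means activation above its plate's cutoff, the mean activation of the plate's test wells plus 3 SD, cut at about 12% in these data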;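 further: 0% = DMSO only wells and 100% = carbachol wells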
# Target sequence (Q8TDD5 whole entry, looked up): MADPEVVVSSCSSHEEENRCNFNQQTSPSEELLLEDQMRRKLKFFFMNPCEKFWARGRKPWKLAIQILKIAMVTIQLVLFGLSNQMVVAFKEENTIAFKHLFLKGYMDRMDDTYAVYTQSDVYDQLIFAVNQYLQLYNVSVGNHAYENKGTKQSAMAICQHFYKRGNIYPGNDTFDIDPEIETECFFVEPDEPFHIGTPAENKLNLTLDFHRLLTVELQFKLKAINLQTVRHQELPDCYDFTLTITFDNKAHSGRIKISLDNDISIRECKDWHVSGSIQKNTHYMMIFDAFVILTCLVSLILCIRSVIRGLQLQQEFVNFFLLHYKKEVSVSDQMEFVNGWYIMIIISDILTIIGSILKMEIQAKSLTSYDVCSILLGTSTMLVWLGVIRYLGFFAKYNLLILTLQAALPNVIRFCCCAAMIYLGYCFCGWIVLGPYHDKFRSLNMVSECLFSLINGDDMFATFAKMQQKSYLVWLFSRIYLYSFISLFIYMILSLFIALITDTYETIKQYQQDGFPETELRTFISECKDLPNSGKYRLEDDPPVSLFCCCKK
#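 system = HEK293 cells stably carrying human TRPML3-YFP | doses = one concentration, 3 µM nominal, 0.3% DMSO | timing = dye loading 1 h 37 °C then 30 min ambient, 125 s read | detection = Fluo-8 calcium dye fluorescence, ex 470-495, em 515-575 nm | benchmarks = high control carbachol 87 µM, low control DMSO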
# PPC-1+TRAIL kill: kills PPC-1 cancer cells in the presence of TRAIL; PPC-1 cells + TRAIL, ATPLite viability luminescence; cell killing (% activity), % at 4 µM; actives 0.41% (n = 220,000); AID 1443;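 active means cell killing above 50% in the first pass at 4 µM, then a duplicate retest at 5 µM averaging 50% or more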;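 further: plate controls were cells with TRAIL plus DMSO for no effect and medium-only wells lacking cells for full effect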
# EP2 mod: modulates human prostaglandin E2 receptor EP2 signaling. P43116. EP2-expressing cells, cAMP HTRF FRET, PGE2 co-stimulation. induction, % at 25 µM. actives 0.83% (n = 260,000);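 active means compounds whose cAMP rise, as percent of the full-agonist control response, exceeds 60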;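 further: rat C6 glioma line stably carrying human EP2 under a CMV promoter; the protocol text gives 20 µM as final concentration; 100% = response of wells given 1 µM PGE2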
# zfTRPN1 agonist: agonists of zebrafish TRPN1 channel; HEK293 zebrafish TRPN1-YFP, Fluo-8 calcium fluorescence; 100% = response to 87 µM carbachol; activation, % at 3 µM; actives 0.18% (n = 220,000); AID 1424;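 active means activation above its plate's cutoff, the mean activation of test wells on that plate plus 3 SD, cut at about 19% in these data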;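 further: 0% = DMSO alone and 100% = 87 µM carbachol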
#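 Control set: carbachol 87 µM as high control, DMSO as low control; system: HEK293 stable line with zebrafish TRPN1-YFP; read-out: % activation versus carbachol response; detection: intracellular calcium fluorescence with Fluo-8; doses: single test compound dose, 3 µM nominal, 0.3% DMSO; schedule: dye 1 h 37 °C plus 30 min RT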
# * = called active by the depositor; nt = no result given; & = joins results of further samples; [ ] = remark or other dose. An excerpt; rates above refer to the full screens.
SMILES	EP2 antag	TRPML3 ag	EP2 mod	NPY-Y1 PAM-ag	CHOP inhibitor	zfTRPN1 agonist	NPY-Y1 antag	14-3-3 Bad PPI	PPC-1+TRAIL kill
O=C(O)CCc1ncc(C(F)(F)F)cc1Cl	13	0.9	40	12	-3	-1.1	2	8[fluorescence artefact?]	8
O=C(NC1CCCC1)C1CCCN1C(=O)Nc1ccc(Cl)cc1 (configuration not stated)	12	0.7	10	-1	1	-1.1	2	1	-6
CC(=O)N(C(C)=O)c1c(C#N)c(C)n(-c2ccccc2)c1C(=O)c1ccccc1	12	0.2	36	3	50	-0.6	-4	5	6
CCC(C)NC(=O)Nc1ccc(Br)cc1 (configuration not stated)	7	2.5	-29	-11	-9	5.2	2	-14	19
COc1c2occc2c(OC)c2c(=O)cc(C(F)(F)F)oc12	14	0.5	19	-19	15	-0.2	-2	-10[fluorescence artefact?]	15
O=C1CSC(c2ccc(F)cc2)N1c1nnc(C23CC4CC(CC(C4)C2)C3)s1 (configuration not stated)	11	0.1	-11	-10	-3	1.6	-2	1	13
COc1ccc(CCN2C(=O)c3cccc4cccc(c34)C2=O)cc1OC	nt	0.8	12	17	46	0.5	1	1[fluorescence artefact?]	1
CC(C)C(=O)N1CCN(c2ccc(NC(=O)c3ccc([N+](=O)[O-])o3)cc2)CC1	12	1.0	-77	-9	-20	1.0	6	-2	30
COc1cc(NC(=O)c2ccc(Br)o2)ccc1NC(=O)C(C)C	1	0.5	-43	0	-18	-0.3	-4	8	10
CCOC(=O)/C(C#N)=C/c1cn(CCOc2ccccc2)c2ccccc12	0	1.1	20	5	8	0.1	3	-9	10
CCN(CCn1cccn1)C(=O)CC1C(=O)NCCN1Cc1cccc(OC)c1OC (configuration not stated)	3	0.1	-15	7	-10	-0.3	-4	0	9
Cc1ccccc1NC(=O)NC1(C(=O)NCCCN2CCOCC2)CCCCC1	10	0.1	-20	2	-6	-1.3	7	2[fluorescence artefact?]	6
Cc1ccc(-n2c(SCC(=O)Nc3cc(C)on3)nc3ccccc3c2=O)cc1	9	-0.1	1	-14	2	-0.9	-2	-1[fluorescence artefact?]	7
Cc1ccccc1-c1nc(SCc2cccnc2)c2c(=O)n(C)c(=O)n(C)c2n1	7	0.1	23	13	-28	0.0	-3	6	10
COc1ccc(Cn2nnc3c(=O)[nH]c(C(=O)NCCc4ccc(F)cc4)nc32)cc1OC	14	-0.1	1	-8	3	0.3	13	1	-3
Cn1c(=O)c(-c2ccccc2)nc2ccccc21	7	0.0	10	6	-1	0.4	1	11	-1
O=C(C1CC(=O)N(C2CCCC2)C1)N1CCC(Cc2ccccc2)CC1 (configuration not stated)	9	1.8	17	-8	-17	5.4	3	0	-13
COC(=O)/C=C\C(=O)Nc1cccc([N+](=O)[O-])c1	113*	-0.7	-22	0	107*	-0.5	-2	15	18
Clc1ccc(-c2cn3c(n2)SCC3)cc1	5	2.5	-50	3	-24	6.5	7	-3	-5
C=CCNC(=O)C1CC=CCC1C(=O)O (configuration not stated)	7	0.1	25	2	14	-0.9	1	-15	-21
Oc1c(C=C2N=c3ccccc3=N2)sc(=S)n1-c1ccc(F)cc1	6	-0.2&1.5	-39&-7	7&41	70&30	1.5&4.2	-7&-1	3&0[fluorescence artefact?]	0&12
O=c1cc(CO)occ1OCc1ccccc1	5	0.5	-2	-33	31	0.6	5	0	15
CC(C)Oc1ccc(CCC(=O)NNC(=S)NCc2ccccc2)cc1	8	0.3	-1	22	7	-1.1	nt	-2	1
O=C1CC(c2ccc(F)cc2)SC(N(c2ccccc2)c2ccccc2)=N1 (configuration not stated)	7	-0.2	38	-8	17	0.1	-2	-11	24
CC(C)(C)c1ccc(C(=O)NNC(=S)NCC2CCCO2)cc1 (configuration not stated)	9	0.9	8	-6	-7	-1.7	6	2	9

SMILES	EP2 antag	TRPML3 ag	EP2 mod	NPY-Y1 PAM-ag	CHOP inhibitor	zfTRPN1 agonist	NPY-Y1 antag	14-3-3 Bad PPI	PPC-1+TRAIL kill
COc1ccc(N2CCN(C(=O)C3CC(O)CN3S(=O)(=O)c3ccc([N+](=O)[O-])cc3)CC2)cc1 (configuration not stated)	6	0.6	0	8	19	0.5	-4	-12	12
Cc1ccc(-n2c(Cc3cccn3C)nnc2SCC(=O)NC2CCCCC2)cc1	6	-1.2	20	4	-5	0.4	1	7	-9
COc1ccc(/C(O)=C2/C(=O)C(=O)N(c3ncccn3)C2c2ccc(C(C)(C)C)cc2)cc1 (configuration not stated)	16	0.4	15	-15	19	-2.1	5	-10	18
COc1ccc(-n2c(=O)c3ccccc3n(Cc3ccc(F)cc3)c2=O)cc1OC	4	1.0	15	-5	6	-0.5	4	1	19
Cc1ccc(-n2nc3c(=O)n(CC(=O)c4ccc(F)cc4)nc(C)c3c2C)cc1	4	0.2	33	-29	32	-0.5	-1	4	3
Clc1ccc(-c2nnc(CSc3nnc(-c4cccs4)n3Cc3ccccc3)o2)cc1	8	0.5	18	-12	20	2.7	15	8	19
COC(=O)COc1cccc2c(=O)n(CC(=O)N3CCCc4ccccc43)ccc12	12	0.5	5	3	13	1.4	4	9	8
O=C(O)C1C2C=CC(C2)C1C(=O)NCc1ccoc1 (configuration not stated)	nt	0.8	14	-15	-5	0.9	-4	1	20
COc1ccc(NC(=O)c2nc[nH]c2C(=O)N[C@H](C)c2ccccc2)cc1	9	nt	44	nt	38	nt	nt	-5	-16
CC(=O)Cc1nsc(NC(=O)C2Cc3ccccc3C(=O)O2)n1 (configuration not stated)	10	-0.4	13	-14	-19	1.0	3	0	4
Cc1ccc(C2(c3noc(CN(C)Cc4cccnc4)n3)CCCC2)cc1	-1	0.6	7	-5	4	-0.9	0	8	20
COC(CNC(=O)CNC(=S)N(CCCN1CCOCC1)Cc1cccs1)OC	1	0.3	11	-11	10	-0.5	0	-3	22
O=S(=O)(N/N=C/c1ccc(N2CCOCC2)cc1)c1ccccc1	5	0.4	17	17	19	-0.4	-1	-12	32
COc1ccccc1C(=O)NC(=S)N1CCCc2ccccc21	6	-0.2	35	8	9	0.0	-2	-11[fluorescence artefact?]	17
O=C(COc1ccccc1-c1ccccc1)N/N=C/c1ccccn1	7	-0.6	13	8	77*	-0.8	4	-8	17
O=C(Nc1ccccc1N1CCOCC1)c1ccc2ccccc2n1	7	-0.3	70*	-34	20	0.5	5	27[fluorescence artefact?]	17
O=C(c1ccco1)N1CCN(S(=O)(=O)c2cccs2)CC1	0	0.2	-1	15	2	0.2	-1	-2	12
COc1ccc(/C=N/NC(=O)c2ccc(Cl)c(S(N)(=O)=O)c2)cc1OCC(N)=O	6	-0.2	10	-6	5	0.8	nt	5	20
Cc1cccc(NC(=S)N2CCCN(c3ncccc3[N+](=O)[O-])CC2)c1	13	0.4	-1	4	1	0.1	nt	-7	6
CC(C)NS(=O)(=O)c1ccc(NC(=O)CCc2ccccc2)cc1	7	0.9	-27	-5	22	0.4	4	12	24
CCOCCc1nnc(NC(=O)Cc2ccccc2)s1	15	0.0	7	-1	12	-0.8	-1	1	-1
NNC(=O)c1nnn(-c2nonc2N)c1CN1CCc2ccccc2C1	3	1.1	4	-18	-5	-0.3	18	-8	22
Cc1ccc(OCC(=O)Nc2ccc(-c3nnc(-c4ccco4)o3)cc2)cc1	-6	0.3	7	-16	35	1.6	-2	nt	6
Fc1ccc(-c2nnc3ccc(N4CCc5ccccc5C4)nn23)cc1	14	-0.3	1	-22	33	-0.9	3	7	6
CCOC(=O)c1ccc(CNC(=O)C(Cc2c[nH]c3ccccc23)NC(C)=O)o1 (configuration not stated)	8	0.8	14	0	25	-1.3	-3	-4[fluorescence artefact?]	19

SMILES	EP2 antag	TRPML3 ag	EP2 mod	NPY-Y1 PAM-ag	CHOP inhibitor	zfTRPN1 agonist	NPY-Y1 antag	14-3-3 Bad PPI	PPC-1+TRAIL kill
CCN(CC)c1ccc(NC(=O)c2ccc(NC(=O)C3CCCO3)cc2)c(C)c1 (configuration not stated)	11	1.1	8	38	2	0.6	-3	-9	0
CCCCNC(=O)C1CCCN1C(=O)Nc1ccccc1 (configuration not stated)	5	0.0	41	5	17	0.9	8	-3	7
Cc1c(C(=O)N/N=C/c2ccc(-c3ccccc3[N+](=O)[O-])o2)sc(N)c1C#N	5	-0.5	-18	-23	27	2.4	3	21	2
C=CCNC(=O)CC(=O)N/N=C/c1ccc(C(=O)OC)cc1	9	0.8	11	-1	-3	-0.1	2	10	33
O=C(NCc1ccco1)C(c1ccc(F)cc1)N(Cc1cccnc1)C(=O)Cn1nnc2ccccc21 (configuration not stated)	7	0.8	31	-13	32	-0.3	5	3	14
CCOC(=O)c1c(NC(=O)Nc2ccc(F)cc2)sc2c1CCN(C)C2	15	1.3	-32	20	-5	2.5	nt	-16	17
CCOC(=O)c1c(C)[nH]c2ccc(O)cc12	5	0.5	-5	-1	11	-0.7	2	-1	8
Cc1cc(C)cc(NC(=S)N(Cc2cccc(Br)c2)CC2CCC(C(=O)O)CC2)c1 (configuration not stated)	7	-0.5	35	0	-12	-1.6	3	-15	-5
FC(F)(F)c1ccc(CN2C[C@@H]3C(c4ccccc4)C4(c5ccccc5)CC3(C4)[C@H]2c2ccccc2)cc1 (some centres not stated)	8	nt	3	nt	28	nt	nt	-5	9
O=C(O)CC1SC(=Nc2ccc(O)cc2)NC1=O (configuration not stated)	6	0.9	-6	7	-17	0.2	2	-11	-23
Cn1c(CSc2nc3ccccc3s2)nnc1SCC(=O)NCc1cccnc1	10	1.3	5	19	6	-0.2	1	-11	nt
COc1ccc(Cn2nnnc2CN2CCCCCC2)cc1	4	0.5	8	-19	-3	-1.1	2	-7	-4
CCc1nnc(NC(=O)CSc2nnnn2C)s1	10&5	0.9	-12&13	-10	7	0.1	11	1[fluorescence artefact?]	18
CCOC(=O)c1cc2c(=O)n3ccccc3nc2n(CCCOC)c1=NC(=O)c1cccnc1	nt	-0.2	10	-14	-18	1.4	-5	-2	12

# Some of the entries so far, with each value named:
CCOC(=O)c1ccc(CNC(=O)C(Cc2c[nH]c3ccccc23)NC(C)=O)o1 (configuration not stated)
  EP2 antag = 8
  TRPML3 ag = 0.8
  EP2 mod = 14
  NPY-Y1 PAM-ag = 0
  CHOP inhibitor = 25
  zfTRPN1 agonist = -1.3
  NPY-Y1 antag = -3
  14-3-3 Bad PPI = -4[fluorescence artefact?]
  PPC-1+TRAIL kill = 19
CCN(CC)c1ccc(NC(=O)c2ccc(NC(=O)C3CCCO3)cc2)c(C)c1 (configuration not stated)
  EP2 antag = 11
  TRPML3 ag = 1.1
  EP2 mod = 8
  NPY-Y1 PAM-ag = 38
  CHOP inhibitor = 2
  zfTRPN1 agonist = 0.6
  NPY-Y1 antag = -3
  14-3-3 Bad PPI = -9
  PPC-1+TRAIL kill = 0

# Screens deposited in PubChem BioAssay by several laboratories.
